Screens deposited in PubChem BioAssay by SRMLSC.
E coli WT inh: blocks growth of wild type E. coli BW25113. E. coli BW25113 growth inhibition, OD600. inhibition, % at 10 µM. actives 0.05% (n = 20,000). AID 552; in the data active = inhibition above about 40%;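 also: bacteria exposed to compound for 20 hours at 37 °C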
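Assay system: Bacterial strain in a whole-cell growth screen | Amount: Inoculum from a 1:1000 dilution of a 1.5 h subculture | Detection: Absorbance at 615 nm as a measure of bacterial growth | Timing: 20 h exposure, 37 °C | Buffer or medium: LB plus kanamycin 50 µg/mL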
* = called active by the depositor. Some of the compounds tested; rates above refer to the full screens.

compound	E coli WT inh
O=S(=O)(c1ccc2c(c1)OCCO2)N(Cc1ccc(F)cc1)Cc1nnc(-c2cccs2)o1	0
Clc1cccc(-c2nnc(-c3ccccc3)o2)c1	1
CC(C)C(NC(=O)c1ccccc1NC(=O)c1ccco1)C(=O)O (stereo not given)	-1
Cc1cc(C)n(C(=O)CCC2COc3ccccc3O2)n1 (stereo not given)	-15
c1ccc(-c2ccc(C(c3ccccc3)n3ccnc3)cc2)cc1 (stereo not given)	0
O=C(CCNc1ccc(Cl)c(C(F)(F)F)c1)c1ccco1	-14
COc1ccc(OC)c2[nH]c(=O)c(CCNC(=O)C(C)C)cc12	8
O=C(CCc1nc2ccccc2[nH]1)Nc1ccc(F)cc1	-16
CCOC(=O)NC(=O)CSc1ccccn1	-9
COc1cccc(NC(=O)N2CCN(c3cccc(C)c3C)CC2)c1	-7
Cc1ccc(C(O)c2nccn2C)o1 (stereo not given)	-20
CC1Cn2c(nnc2-c2ccc(F)cc2)S1 (stereo not given)	11

(more compounds)
compound	E coli WT inh
CCOC(=O)c1[nH]c(C)c(C(=O)c2cc(F)ccc2F)c1C	-16
N[C@@H](C(=O)N[C@@H]1C(=O)N2C(C(=O)O)=C(Cl)CS[C@H]12)c1ccccc1	-2
COC(=O)C1CCN(C(=O)CSc2nnc(-c3ccncc3)o2)CC1	1
CCOc1cccc(OCCOCCN2CCCC2)c1	8
C=CCSC1=C(C#N)C(c2ccccc2)CC(=O)N1 (stereo not given)	9
CCc1nc2c(cnn2-c2ccc(Cl)cc2)c(=O)n1-c1ccc2c(c1)OCCO2	1
CCCN(CCC)S(=O)(=O)c1ccc(NS(C)(=O)=O)cc1	-6
O=S1(=O)CC(O)C(N2CCC(c3ccccc3)CC2)C1 (stereo not given)	-20
CN(C)S(=O)(=O)c1cccc(C(=O)NCCc2ccccc2)c1	-13
CCOC(=O)c1c(NC(=O)CSc2nnc(-c3cccnc3)o2)sc(C)c1C	-1
Cc1nnc(Sc2nc(Sc3nnc(C)s3)nc(N3CCN(C)CC3)n2)s1	-16
O=C1CC(C(=O)Nc2ncccn2)C(c2ccccc2)O1 (stereo not given)	-8

Three compounds already listed, ordered by length of the SMILES, ascending:
compound	E coli WT inh
CCOc1cccc(OCCOCCN2CCCC2)c1	8
CCCN(CCC)S(=O)(=O)c1ccc(NS(C)(=O)=O)cc1	-6
CCc1nc2c(cnn2-c2ccc(Cl)cc2)c(=O)n1-c1ccc2c(c1)OCCO2	1

Going on with the list.
compound	E coli WT inh
COc1ccc(Cl)cc1S(=O)(=O)NCc1cccs1	-2
Cc1ccc2c(c1)-c1cc(C)nn1C(c1ccc3c(c1)OCO3)N2 (stereo not given)	7
CCOC(=O)c1c(NC(=O)c2cccs2)sc(C)c1C	-5
CC1(C)NC(=O)N(CCCSc2ccc(Cl)cc2)C1=O	6
C=CCNc1nc(-c2c(C)nc3sccn23)cs1	4
Cc1c(C(=O)O)oc2ccc(S(=O)(=O)NCc3ccccc3)cc12	-4
COc1ccc(C(=O)NCCSc2ccccn2)cc1	-2
O=C1CC(SCc2nc3ccccc3[nH]2)C(=O)N1c1cccc(F)c1 (stereo not given)	-24
COc1cc(S(=O)(=O)Nc2cccnc2)ccc1F	-19
COc1ccc(C(=O)CSc2nccc(=O)[nH]2)cc1	1
CCCCCCC(C)n1[nH]c(=O)c2c(C)cc(=O)[nH]c21 (stereo not given)	10
CCOC(=O)Nc1cc(C)ccc1OC	-11

Next section
compound	E coli WT inh
COc1cc(S(=O)(=O)Nc2ncccc2C)c(OC)cc1Cl	-18
CCOC(=O)C1CSC(CC(=O)Nc2ccc(Cl)cc2)C(=O)N1 (stereo not given)	-3
Cc1ccc(S(=O)(=O)NCCCNC(=O)c2ccccc2)cc1	-16
COc1cc(C(N)=O)cc(Br)c1OC	-7
COc1ccc(N2C(=O)C3CCCN3C2c2ccc(F)cc2)cc1Cl (stereo not given)	15
COc1ccc(Cl)cc1C(=O)Nc1ccccc1N1CCN(C)CC1	2
COc1ccc(S(=O)(=O)N(C)CC(=O)N2CCC(C(N)=O)CC2)cc1	-9
COc1ccccc1N1C(=O)CC(Sc2ncccc2C(=O)O)C1=O (stereo not given)	2
COc1cc(-c2nc(S(=O)(=O)c3ccc(Cl)cc3)c(N3CCOCC3)o2)cc(OC)c1OC	-19
CN(C)CCNC(=O)c1ccc(Cl)s1	1
O=C(CC1(O)C(=O)Nc2ccccc21)c1ccc2c(c1)OCO2 (stereo not given)	1
CC(C)(C)N=C1NC(=NC(C)(C)C)c2ccccc21	7

Rewritten with each value named: 2 of the compounds above
COc1ccc(N2C(=O)C3CCCN3C2c2ccc(F)cc2)cc1Cl (stereo not given)
  E coli WT inh: 15

COc1cc(-c2nc(S(=O)(=O)c3ccc(Cl)cc3)c(N3CCOCC3)o2)cc(OC)c1OC
  E coli WT inh: -19

(more compounds)
compound	E coli WT inh
COc1ccc(OC)c(N(CC(=O)NCc2cccnc2)S(C)(=O)=O)c1	-16
COc1cc(NC(=O)Nc2cccc(C(C)=O)c2)cc(OC)c1OC	1
COc1cccc(OCCSc2nnc3sc4ccccc4n23)c1	0
Cc1cc(NC(=O)Cc2cccs2)nn1CC(=O)NCc1ccco1	-14
COc1ccc(C)cc1S(=O)(=O)N(C)CC(N)=O	-20
CC(=O)Nc1nc(C)nc(-c2ccccc2)c1C(C)=O	0
COc1ccccc1N1CCN(C(=O)c2cnn3cccnc23)CC1	-14
CCOC(=O)Cc1csc(NC(=O)CN(C)S(=O)(=O)c2ccc3c(c2)CCC(=O)N3)n1	3
O=c1[nH]c(-c2cccnc2)nc2ccccc12	-20
c1ccc(SCc2nc3ccccc3[nH]2)nc1	9
O=C(NCCC1=CCCCC1)c1ccc(Br)o1	-8
CCNS(=O)(=O)c1ccc(NC(=O)Nc2cccc(OC)c2)cc1	-8

Additional records follow:
compound	E coli WT inh
CC(C)NC(=O)CSCc1ccccc1Cl	0
CCOC(=O)CSc1nc(N)c2c3c(sc2n1)CCCC3	1
COC(=O)c1[nH]c(C)c(/C(O)=C2\C(=O)C(=O)N(CCN3CCOCC3)C2c2cccs2)c1C (stereo not given)	-8
CCOc1cccc(-c2cc(=O)[nH][nH]2)c1	5
CCOC(=O)C1CCN(C(=O)c2ccc(OC)cc2OC)CC1	-5
O=C1CC(N2CCN(c3cccc(C(F)(F)F)c3)CC2)C(=O)N1c1ccccc1 (stereo not given)	-3
CCOC(=O)c1nnn(CC(=O)Nc2cccc(OC)c2)c1C(=O)OCC	7
CN(Cc1nnc(SCC(=O)NCCc2ccccc2)n1C)S(=O)(=O)c1ccccc1	-13
CS(=O)(=O)NCCSCc1ccccc1	-20
O=C(CSCCO)Nc1cccc(C(F)(F)F)c1	-5
O=C(CCSCCC(=O)NCCN1CCOCC1)NCCN1CCOCC1	-15
CN(C)S(=O)(=O)c1cccc(C(=O)Nc2cccnc2)c1	-7

Further structures
compound	E coli WT inh
Cc1cc(C)c2c(=O)n(-c3ccccc3)[nH]c2n1	-1
CC1CCc2cc(F)ccc2N1C(=O)CN1C(=O)c2ccccc2C1=O (stereo not given)	-8
CCc1nc2cc(Cl)c(Cl)cc2[nH]1	-18
O=C(Cc1c(F)cccc1Cl)N1CCCC1	5
CCOC(=O)COc1ccc(CCNC(C)=O)cc1	-9
C=CCN(CC=C)C(=O)CN1C(=O)c2ccccc2C1=O	1
CCCCn1nnnc1NCc1ccc(OC)c(OC)c1	-22
O=C(O)CCc1ccc(-c2cccs2)o1	-1
CNC(=O)OC(C)CNS(=O)(=O)c1ccc(C)cc1 (stereo not given)	-5
O=C(CSc1nc2ccccc2o1)NC(=O)NCc1ccco1	-2
COc1ccc(-c2nnc(SCCC(=O)O)n2C)cc1OC	-15
c1ccc(Cn2nnc3c(N4CCC5(CC4)OCCO5)ncnc32)cc1	-4

(cont.)
compound	E coli WT inh
CCCOc1ccc2c(C)c(CC(=O)OC)c(=O)oc2c1	14
O=C(CSc1nc(-c2ccc(F)cc2)cc(C(F)(F)F)n1)NCCN1CCOCC1	-17
COc1ccc(Cl)cc1-c1nc(-c2ccncc2)no1	-19
O=C(CN1C(=O)C2C3c4ccccc4C(c4ccccc43)C2C1=O)N1CCOCC1 (stereo not given)	-7
Cc1[nH]n2c(=O)cc(Cc3ccccc3)nc2c1C#N	-2
COc1cccc(CN=CC2=C(O)CC(C)(C)CC2=O)c1OC	10
CCn1c(Cc2ccccc2)nnc1SCC(=O)Nc1ccc(N2CCOCC2)c(Cl)c1	10
CCOC(=O)COc1ccc2c3c(c(=O)oc2c1C)CCC3	-15
CC1(C)Cc2c(sc3nc(-c4cc5ccccc5o4)n(N)c(=O)c23)CO1	-15
C/C=C/COC(=O)c1[nH]c2c(c1C)C(=O)CC(c1ccco1)C2 (stereo not given)	4
CN(C)C(=O)c1ccc(NC(=O)c2cncc(Br)c2)cc1	5
CCOC(=O)CSc1nc2cccnc2n1-c1ccc(F)cc1	-3

Additional structures.
compound	E coli WT inh
COCCNC(=O)c1ccc(CS(=O)(=O)c2c(Cl)cccc2Cl)o1	9
CCn1c(C)cc(=S)c2ccccc21	8
Cc1ccc(S(=O)(=O)N2CCCC2C(=O)NCCc2nc3ccccc3[nH]2)cc1 (stereo not given)	-15
O=C(Nc1cccc(C(F)(F)F)c1)c1cccnc1N1CCN(CCO)CC1	5
CCOC(=O)CSc1nnnn1-c1cccc2ccccc12	3
O=C1CC(c2ccc(F)cc2)Cc2nc(N3CCOCC3)ncc21 (stereo not given)	-15
CC(C)C(=O)Nc1cccc(C(=O)NCc2ccc3c(c2)OCO3)c1	4
O=C(CCn1cnc2ccccc2c1=O)Nc1ccc(S(=O)(=O)N2CCCC2)cc1	-20
O=C(NCCN1CCOCC1)c1ccc2c(c1)N(Cc1ccccc1)C(=O)CS2	7
CCSc1oc(-c2cccs2)nc1S(=O)(=O)c1ccccc1	4
Cn1c(=O)c2c(nc(SCCCC#N)n2Cc2c(F)cccc2Cl)n(C)c1=O	10
Cn1nnnc1SCC(=O)Nc1ccc(Oc2ccc(Cl)cc2)cc1	-14

Additional compounds:
compound	E coli WT inh
CCOC(=O)c1ccccc1NC(=O)CSc1nc2c(c(=O)n(C)c(=O)n2C)n1C	0
CCn1cc(Br)c(C(=O)Nc2ccc(OC)cc2)n1	-25
CC1(C)COCN1S(=O)(=O)c1ccc(C(=O)Nc2nnc(-c3ccc(Cl)s3)o2)cc1	-2
Cc1ccc(-c2cc(C(=O)NCc3cccnc3)no2)cc1	-11
COc1ccc(C2C(C(=O)NCCN3CCOCC3)c3ccccc3C(=O)N2C2CCCCC2)cc1 (stereo not given)	-2
O=C(Nc1nnc(C2CCCC2)s1)C1CCN(S(=O)(=O)c2ccc(Cl)cc2)CC1	3
CCOc1ccccc1C(=O)NCC(=O)OCC(=O)N1C(C)CCCC1C (stereo not given)	1
Cc1ccc2oc(-c3ccccc3C(=O)O)cc(=O)c2c1	-12
CCc1nnc(NC(=O)c2ccc(S(=O)(=O)NCC(C)C)cc2)s1	-2
Cn1cnnc1SCC(=O)NCc1cccc(C(F)(F)F)c1	0
CC(=O)c1cccc(NC(=O)CCOc2ccccc2)c1	-2
O=C1CCCC/C1=C\Nc1ccc(O)cc1	-18

More compounds:
compound	E coli WT inh
CCOC(=O)c1cnc(Nc2nc3ccccc3o2)nc1CSc1ncccn1	-8
C=CCSc1nnc(NC(=O)c2ccc(S(=O)(=O)NCC3CCCO3)cc2)s1 (stereo not given)	-7
COC(=O)c1cc(C(=O)OC)cc(N2C(=O)CN=C2Nc2nc(C)cc(C)n2)c1	-16
CC(C)CCNc1cc(=O)n(C)c(=O)n1C	3
COCCCNC(=O)c1ccc(N(C)S(=O)(=O)c2ccc(OC)cc2)cc1	5
O=C(c1ccc(NS(=O)(=O)c2ccccc2)cc1)N1CCCC1	-6
CCCn1c2c(c(O)c(C(=O)Nc3ccc(C)cn3)c1=O)CCCC2	6
O=C(NCc1ccc2c(c1)OCO2)C1CCC(CNS(=O)(=O)c2ccccc2)CC1 (stereo not given)	4
CC(NC(=O)c1ccc(F)cc1)C(c1cccs1)N1CCN(C)CC1 (stereo not given)	15
CCOC(=O)c1cnn2c(N)c(C#N)nnc12	0
CCOC(=O)c1[nH]c(=O)c2ccccc2c1O	-3
CCN(CC)C(=O)CSc1nc2ccccc2c(=O)n1CCC(=O)NCc1ccc(F)cc1	8

(next part)
compound	E coli WT inh
CCS(=O)(=O)Nc1ccc(C(=O)OC)cc1	-6
Cc1ccc(-c2cc(-c3cccc(F)c3)n[nH]2)c(O)c1	-14
Cn1c(=O)c2c(nc(-n3ccnc3)n2C)n(C)c1=O	-1
Cc1nc(NC(=O)c2oc3ccccc3c2C)sc1C(=O)N(C)C	-9
O=C(CSc1nc2c(sc3ccccc32)c(=O)n1Cc1ccco1)NCC1CCCO1 (stereo not given)	0
COC(=O)c1cc(OC)c(OC)cc1NC(=O)C1CCC(=O)N1S(=O)(=O)c1ccc(C)cc1 (stereo not given)	-25
O=C(Nc1ccc2c(c1)C(=O)N(C1CCCCC1)C2=O)C1CCCO1 (stereo not given)	-12
CCOC(=O)c1ccc(Cn2cnc3ccccc3c2=O)cc1	-13
CC1(C)CC(=O)C2=C(C1)Nc1[nH]n(-c3ccccc3)c(=O)c1C2c1ccc2c(c1)OCO2 (stereo not given)	-4
CN1CCN(C2=C(Cl)C(=O)N(c3cccc(Cl)c3)C2=O)CC1	2
CCSC1=C(C#N)C(c2ccccc2OC)CC(=O)N1 (stereo not given)	4
O=C(NCc1cccnc1)c1cccc(C(F)(F)F)c1	-7
CNC(=O)CCC(=O)Nc1ccc(C(=O)OC)cc1	2
O=C(Nn1cnnc1)c1ccccc1-c1ccccc1	-23
